High-throughput results deposited in PubChem BioAssay by several laboratories.
NTR1 ag: agonists of NTR1, primary screen, imaging, U2OS cells, beta-arrestin-GFP, high content (AID 493036); NTR1-U2OS beta-arrestin-GFP spot imaging, agonist mode; activation, % at 20 µM; 330,000 tested, 0.17% active;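 active = activation at or above 40% of the spot to cytoplasm intensity ratio, with at least 20 cells analyzed; inconclusive = wells under 20 cells, flagged as cytotoxic or low count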;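 note: 0% = DMSO without peptide and 100% = 100 nM NTR1 peptide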
Target sequence (P30989 whole entry, looked up): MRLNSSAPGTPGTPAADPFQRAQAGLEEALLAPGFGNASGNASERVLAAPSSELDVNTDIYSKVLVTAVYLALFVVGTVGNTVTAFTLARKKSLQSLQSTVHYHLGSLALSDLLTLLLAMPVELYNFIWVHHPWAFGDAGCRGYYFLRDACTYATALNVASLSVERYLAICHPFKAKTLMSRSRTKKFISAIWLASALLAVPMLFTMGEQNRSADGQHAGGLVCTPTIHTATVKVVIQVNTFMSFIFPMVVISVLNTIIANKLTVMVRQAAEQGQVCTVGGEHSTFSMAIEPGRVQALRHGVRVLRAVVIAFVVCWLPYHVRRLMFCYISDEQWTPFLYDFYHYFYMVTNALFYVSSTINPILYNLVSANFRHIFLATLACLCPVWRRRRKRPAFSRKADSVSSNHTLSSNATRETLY
K1F lysis inhibition: inhibition of K1F phage lysis, E. coli UTI89, bacterial capsule biogenesis inhibitors, alamar blue (AID 488966); E. coli UTI89 K1F phage lysis, alamar blue, 2 h; higher % means a stronger effect; inhibition, % at 100 µM, or IC50 in µM where a hit was titrated; 340,000 tested, 0.02% active;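 active = phage lysis inhibition, versus mean bacterial control, above a set limit; inconclusive = no clear call, values can overlap the other calls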;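 note: capsule biogenesis inhibitors block K1F phage lysis so surviving cells raise fluorescence; higher fluorescence means more inhibition of phage lysis; actives were called in the ten point dose series up to 300 µM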
GPR55 antagonists: GPR55 antagonists blocking LPI-driven arrestin recruitment, primary screen, imaging, U2OS, beta-arrestin-GFP, LPI agonist (AID 2013); G-protein coupled receptor 55 (Homo sapiens); U2OS GPR55 beta-arrestin-GFP translocation imaging, LPI antagonism; higher % means a stronger effect; inhibition, % at 10 µM; hits with a dose series show IC50 in µM; 290,000 tested, 0.13% active;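 active = spots per cell inhibited over 60%, with over 100 cells counted and total cytoplasm intensity under 500,000; inconclusive = wells with under 100 cells, flagged as likely toxic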;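 note: U2OS cells stably carrying GPR55 and arrestin-GFP stimulated by 5 µM LPI near EC80; imaged beta-arrestin-GFP aggregate spots per cell after agonist stimulation; plate controls were LPI-stimulated DMSO wells for no effect and DMSO wells without LPI for full effect; some results filed as inactive read as strong as hits; confirmed hits need IC50 under 10 µM and bright autofluorescent wells are also inconclusive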
Siah-1 displacement: Siah-1 peptide-binding antagonists, primary screen, biochemical, fluorescence polarization, rhodamine-plectin, uHTS (AID 1817); Siah-1 / rhodamine-plectin peptide fluorescence polarization; higher % means a stronger effect; E3 ubiquitin-protein ligase SIAH1 (Homo sapiens); 290,000 tested, 0.02% active; displacement, % at 20 µM; hits with a dose series show IC50 in µM;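 active = displacement of at least 50% at 20 µM, with a fluorescence ratio check between 0.3 and a set limit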;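 note: plate controls were Siah plus tracer with DMSO for no effect and tracer alone without Siah for full effect; strong numbers were not always called active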
NS5 inhibitors: Dengue-2 NS5 methyltransferase inhibitors, primary screen, biochemical, confirmation dose response (AID 588689) | Dengue-2 NS5 methyltransferase capping enzyme assay, biochemical; higher % means a stronger effect | one-dose inhibition, % at 25 µM; IC50 in µM for titrated hits | 340,000 tested, 0.3% active; in the data active = a potency from the dose series; inconclusive = inhibition above about 29% without an active follow-up result
GPR55 beta-arrestin: GPR55 agonists via beta-arrestin recruitment, primary screen, imaging, U2OS cells, beta-arrestin-GFP redistribution (AID 1961); G-protein coupled receptor 55 (Homo sapiens); U2OS GPR55 beta-arrestin-GFP redistribution imaging; higher % means a stronger effect; activation, % at 10 µM, or EC50 in µM where a hit was titrated; 290,000 tested, 0.048% active;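 active = activation above 40% with more than 50 cells counted in the well; inconclusive = wells holding fewer than 50 cells, flagged as toxic or sparse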;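 note: U2OS osteosarcoma cells stably expressing GPR55 and beta-arrestin-GFP; plate controls were DMSO negative control for no effect and LPI positive control for full effect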
HIV peptide binding: inhibitors of HIV fusion peptide binding, primary screen, biochemical, uHTS, fluorescence dequenching (AID 1986); cell-free peptide binding, fluorescence dequenching, 30 min; higher % means a stronger effect; inhibition, % at 20 µM, or IC50 in µM where a hit was titrated; 290,000 tested, 0.3% active; in the data active = inhibition mostly above about 52%, no sharp cut-off; inactive = mostly below about 76%; note: some results filed as inactive read as strong as hits
AID2073: inhibitors of Mint1-CaV2.2 protein interaction, biochemical, HTRF (AID 2073); 290,000 tested, 0.19% active; Voltage-dependent N-type calcium channel subunit alpha-1B (Homo sapiens); HTRF protein-protein interaction, Mint1-CaV2.2; higher % means a stronger effect; inhibition, % at 20 µM, or IC50 in µM where a hit was titrated; in the data active = inhibition mostly above about 51%, no sharp cut-off; inconclusive = no clear call, values can overlap the other calls; inactive = mostly below about 53%; note: some results filed as inactive read as strong as hits
GPR35 antagonists: GPR35 antagonists blocking zaprinast-driven arrestin recruitment, primary screen, imaging, U2OS, beta-arrestin-GFP, zaprinast agonist (AID 2058); G-protein coupled receptor 35 (Homo sapiens); U2OS GPR35 beta-arrestin-GFP translocation imaging, zaprinast antagonism; higher % means a stronger effect; inhibition, % at 10 µM; hits with a dose series show IC50 in µM; 290,000 tested, 0.052% active;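 active = inhibition of at least 50% with at least 30 cells and total cytoplasm GFP at most 10,000,000; inconclusive = under 30 cells or total GFP of 10,000,000 plus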
NTR1 ag cell count 20 µM: second read-out of NTR1 ag, no call of its own (marks repeat the call); cell count; measured here: cell count, cytotoxicity flag
The depositor's hits bear a star; ? = inconclusive; / = no result given; [ ] = another dose, or the depositor's remark.

SMILES | NTR1 ag | NTR1 ag cell count 20 µM | K1F lysis inhibition | GPR55 antagonists | Siah-1 displacement | NS5 inhibitors | GPR55 beta-arrestin | HIV peptide binding | AID2073 | GPR35 antagonists
CCCCCCNC(=O)CCNS(=O)(=O)c1ccc(C)cc1 | 0.0 | 34 | 0.6% | -14% | 0% | -6% | 0.0% | 1.5% | 9% | -5%
C=CCN1CN=C(NS(=O)(=O)c2ccc(NC(C)=O)cc2)NC1 | -0.4 | 83 | 0.3% | 0% | 5% | -9% | -0.6% | -2.1% | 1% | -8%
CC(C)c1nc2cc(C(=O)NC(C)c3cnn(C)c3)ccc2o1 (stereo unspecified) | 0.6 | 67 | 0.4% | 3% | 1% | 1% | -0.1% | -0.5% | -10% | 21%
Cc1cccc(NC(=O)c2ccc(S(=O)(=O)N3CCOCC3)cc2)c1C | -0.4 | 46 | 0.4% | -5% | 8% | -5% | -0.1% | 0.1% | 11% | -7%
CCOC(=O)C1(C(C)(C)CC)CC(CSc2nc3ccccc3[nH]2)OC1=O (stereo unspecified) | 0.1 | 94 | -0.1% | 8% | -1% | -2% | 0.5% | 0.6% | -2% | -11%
CCNc1nc(NCC)nc(SCCOC(=O)c2ccccc2)n1 | -1.0 | 71 | 0.9% | -2% | 19% | -9% | 0.1% | 0.2% | 4% | 10%
CCC(=O)N1N=C(c2cccc(NS(C)(=O)=O)c2)CC1c1cccs1 (stereo unspecified) | 0.9 | 46 | 0.8%[50 µM] | 0% | 5% | 0% | -0.2% | 0.5% | 22% | 13%
Cc1cc(C)n(-c2ccc(NC(=O)C3CCCCN3C(=O)c3cccs3)cc2)n1 (stereo unspecified) | 0.5 | 52 | -0.2% | 14% | 6% | -3% | -0.1% | 0.2% | -2% | -2%
O=[N+]([O-])c1cccc(/C=N/n2c(-c3cccnc3)n[nH]c2=S)c1 | -1.3 | 46 | 1.4%[50 µM] | 7% | 6% | 2% | -0.3% | 0.2% | -26% | -19%
COc1ccc(NS(=O)(=O)c2ccc(OC)c(NC(=O)CCC3CCCC3)c2)cc1 | 3.7 | 32 | 0.9% | 2% | 7% | 4% | -0.2% | 1.0% | -2% | 6%
CCC(C)[C@H](NC(=O)C1CC(=O)N(c2ccc(OC)cc2)C1)C(=O)N1CCCCC1 (stereo partly specified) | -0.7 | 60 | 0.0% | -1% | 11% | -7% | 0.2% | -1.0% | 3% | -8%
O=C1c2ccccc2C(=O)N1CCCCCc1nc(-c2ccccc2)no1 | 0.8 | 38 | 0.2% | -3% | 3% | 1% | -0.1% | -2.0% | -7% | 9%
CCCCc1nc(SCC(=O)N2CCCC2)c2c(=O)n(C)c(=O)n(C)c2n1 | 0.5 | 70 | 1.8%[50 µM] | -8% | -2% | 0% | -0.1% | -0.2% | 23% | 5%
O=C(CCC(=O)NCCCc1ccccc1)NCCCc1ccccc1 | -0.3 | 45 | 3.9% | 15% | -8% | -5% | -0.4% | -1.9% | 4% | 5%
Cc1c(O)c(S(=O)(=O)c2ccccc2)c(=O)n(-c2ccccc2)c1-c1ccccc1 | 0.5 | 78 | 0.0% | -1% | 4% | 0% | 5.5% | 1.5% | 0% | 1%

Complete entries as entered above:
`CCCCCCNC(=O)CCNS(=O)(=O)c1ccc(C)cc1` is entered as NTR1 ag = 0.0; NTR1 ag cell count 20 µM = 34; K1F lysis inhibition = 0.6%; GPR55 antagonists = -14%; Siah-1 displacement = 0%; NS5 inhibitors = -6%; GPR55 beta-arrestin = 0.0%; HIV peptide binding = 1.5%; AID2073 = 9%; GPR35 antagonists = -5%
`O=C1c2ccccc2C(=O)N1CCCCCc1nc(-c2ccccc2)no1` is entered as NTR1 ag = 0.8; NTR1 ag cell count 20 µM = 38; K1F lysis inhibition = 0.2%; GPR55 antagonists = -3%; Siah-1 displacement = 3%; NS5 inhibitors = 1%; GPR55 beta-arrestin = -0.1%; HIV peptide binding = -2.0%; AID2073 = -7%; GPR35 antagonists = 9%
`O=C(CCC(=O)NCCCc1ccccc1)NCCCc1ccccc1` is entered as NTR1 ag = -0.3; NTR1 ag cell count 20 µM = 45; K1F lysis inhibition = 3.9%; GPR55 antagonists = 15%; Siah-1 displacement = -8%; NS5 inhibitors = -5%; GPR55 beta-arrestin = -0.4%; HIV peptide binding = -1.9%; AID2073 = 4%; GPR35 antagonists = 5%

The list continues:
SMILES | NTR1 ag | NTR1 ag cell count 20 µM | K1F lysis inhibition | GPR55 antagonists | Siah-1 displacement | NS5 inhibitors | GPR55 beta-arrestin | HIV peptide binding | AID2073 | GPR35 antagonists
Cc1cc(=O)oc2ccc(OCC(=O)N3CCC(C)CC3)cc12 | 0.2 | 47 | 2.7%[50 µM] | 15% | 1% | -3% | -0.1% | -0.9% | -3% | -13%
COc1ccc(/C=C/C(=O)CC(O)(c2ccccc2)C(F)(F)F)cc1 (stereo unspecified) | 7.0 | 73 | 0.0% | 19% | -1% | -10% | 11% | 2.7% | 16% | 17%
CCOc1ccc(N2C(=O)CC(SCCN)C2=O)cc1 (stereo unspecified) | 1.5 | 72 | 0.5% | 7% | 3% | -3% | -0.1% | 4.2% | 8% | -10%
CCOC(=O)/C=C1\NC(=O)C(C)S1 (stereo unspecified) | -0.6 | 89 | 0.0% | 10% | 1% | -8% | 0.2% | -0.8% | -10% | 12%
COc1ccc(Br)cc1/C=C/c1ccc2cccc(O)c2n1 | 4.6 | 80 | 0.3% | 0% | -5% | 2% | -0.3% | 1.3% | 19% | 2%
COc1ccc(C(F)(F)F)cc1N/C=C\c1nnnn1-c1ccccc1 | 0.8 | 89 | 0.1% | 10% | 0% | -10% | 0.2% | -1.9% | ? | 4%
CC12CCC(C(=O)N(NC(=O)c3cccnc3)C1=O)C2(C)C (stereo unspecified) | -0.9 | 46 | 5.2% | 8% | 13% | -2% | -0.2% | 2.1% | -3% | -12%
CCOc1ccc(NC(=O)c2ccccc2NC(=O)CN(C)CC(=O)Nc2ccc(C)cc2)cc1 | 7.3 | 52 | 0.1% | 30% | -1% | -10% | 0.3% | 1.4% | 10% | 5%
O=C(Nc1cccc(Br)c1)c1ccccc1-c1ccccc1 | 0.8 | 57 | 0.3% | 8% | 4% | -10% | -0.3% | 2.0% | 18% | 0%
O=C(O)c1[nH]c2ccccc2c1C(c1ccccc1)c1c(C(=O)O)[nH]c2ccccc12 | -1.3 | 62 | -1.9% | -4% | -7% | 17µM* | 0.8% | 14µM* | 15% | 7%
Cc1ccc(/C=N/NC(=O)c2ccncc2)s1 | 0.7 | 31 | 0.2% | 6% | 8% | -12% | 0.6% | 1.0% | 4% | -7%
O=C(N/N=C\c1cccc(OC(=O)c2ccco2)c1)c1ccc2c(c1)OCO2 | -0.8 | 70 | 1.1%[50 µM] | 10% | 9% | -8% | -0.2% | 1.1% | 2% | -2%
CCOC(=O)CC1C(=O)NCCN1C(=O)c1ccc(Cl)cc1Cl (stereo unspecified) | -1.6 | 85 | 0.2% | -6% | 1% | -7% | 0.4% | -0.9% | -7% | ?
CCNS(=O)(=O)c1ccc(NC(=O)CC(C)c2ccccc2)cc1 (stereo unspecified) | -1.6 | 35 | -1.6% | 18% | 1% | 0% | -0.8% | 1.4% | 6% | 3%
CCOC(=O)CSc1nnc(NC(=O)c2cccc([N+](=O)[O-])c2C)s1 | 1.9 | 58 | 0.7% | 15% | 10% | -2% | -0.1% | 3.7% | -6% | 0%
CCCCCCCCCCCCS[C@H]1CS(=O)(=O)C[C@@H]1O | -0.2 | 42 | -1.6% | 6% | 1% | 10% | -0.1% | 0.1% | -3% | 12%
Cc1cc(C)n(-c2ccc(C(=O)O)cc2)n1 | 0.6 | 41 | -1.7% | -7% | 6% | 1% | -0.2% | 0.1% | 6% | -1%
Cc1ccc(C(=O)NC(=S)Nc2ccccc2C(F)(F)F)c(C)c1 | 6.7 | 40 | -0.3% | 10% | 8% | 1% | -0.3% | 2.3% | -5% | -9%
Cc1ccc(NC(=O)C2CCN(S(=O)(=O)c3c(C)[nH]c(=O)[nH]c3=O)CC2)cc1 | 0.3 | 45 | -0.1% | 9% | 3% | -2% | 0.6% | 0.2% | 2% | -6%
c1ccc(-c2cc3c(nn2)CCc2nonc2-3)cc1 | 0.1 | 58 | 3.9%[50 µM] | 13% | -2% | 11% | -0.1% | -0.7% | 7% | 58%
COc1ccc(C(=O)Nc2cc(OC)cc(OC)c2)cc1 | -0.6 | 51 | 0.2% | -5% | -1% | 11% | 0.2% | -3.4% | -4% | 16%
COc1ccccc1C(=O)Oc1cc(N)n(S(=O)(=O)c2ccccc2)n1 | -1.0 | 67 | 0.3% | -2% | -3% | / | 0.2% | 4.8% | -26% | -9%
CCn1ccc(C(=O)Nc2ccc3c(c2)CCC3)n1 | -1.0 | 57 | 1.4%[50 µM] | -2% | -7% | -4% | 0.2% | -2.0% | 12% | 17%
O=C(Nc1nc2ccccc2n1CCN1CCCC1)c1ccc(Cl)cc1 | -1.0 | 80 | 0.3% | -2% | 12% | -3% | -0.2% | -1.4% | -3% | 20%
COc1ccc(C(=O)N/C(=C\c2cn(S(=O)(=O)N(C)C)c3ccccc23)C(=O)NC(C)C)cc1 | 0.8 | 48 | -0.2% | 15% | -9% | -1% | -0.4% | 0.3% | -5% | 2%
O=C(O)CCCCCN1C(=O)C(O)=C(C(=O)/C=C/c2ccccc2)C1c1ccccc1[N+](=O)[O-] (stereo unspecified) | 0.2 | 58 | -2.1% | 3% | 2% | 30% | -0.1% | 6.1% | 5% | 10%
Cc1ccc(C(=O)Cn2c(-c3ccccc3)noc2=O)cc1 | -3.3 | 20 | 0.8% | 4% | -1% | / | -0.1% | 0.0% | -2% | 10%
Cc1cc(O)ccc1Nc1nc(-c2cccnc2)cs1 | 2.2 | 63 | -0.1% | 10% | 0% | -1% | 0.3% | 1.2% | -12% | -3%
CCOC(=O)[C@@H]1[C@H]2COc3ccccc3[C@H]2N2C(=O)N(c3cccc(F)c3)C(=O)[C@]12C | -0.1 | 70 | 1.3% | -4% | 0% | -2% | 0.0% | 2.1% | -9% | -5%

Rows are unselected (roughly 1.2% active in at least one column).
